Bioassay records: PubChem BioAssay, several laboratories
NOD2 inhibition = NOD2 signaling inhibitors, cell-based, luminescence, uHTS, HEK293 (AID 1566); actives 0.63% (n = 290,000); inhibition, % at 4 µM; hits with a dose series show EC50 in µM; HEK293 NOD2/NF-kB luciferase reporter, luminescence; higher % means a stronger effect; further: many of its hits are not listed in these tables
HIV peptide binding = inhibitors of HIV fusion peptide binding, primary screen, biochemical, uHTS, fluorescence dequenching (AID 1986). cell-free peptide binding, fluorescence dequenching, 30 min; higher % means a stronger effect. inhibition, % at 20 µM; hits with a dose series show IC50 in µM. actives 0.3% (n = 290,000); in the data active means inhibition mostly above about 52%, no sharp cut-off; inactive means mostly below about 76%; further: some results filed as inactive read as strong as hits
LYP phosphatase = inhibitors of LYP phosphatase, biochemical, fluorescence intensity, uHTS (AID 1779); recombinant LYP phosphatase, fluorescence intensity; higher % means a stronger effect; inhibition, % at 11.5 µM, or IC50 in µM where a hit was titrated; actives 0.054% (n = 290,000);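 further: plate controls were vehicle with enzyme for no effect and no enzyme for full effect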
SIAH1 antagonists = Siah-1 peptide-binding antagonists, primary screen, biochemical, fluorescence polarization, rhodamine-plectin, uHTS (AID 1817); Siah-1 / rhodamine-plectin peptide fluorescence polarization; higher % means a stronger effect; displacement, % at 20 µM, or IC50 in µM where a hit was titrated; actives 0.02% (n = 290,000);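 active means displacement of at least 50% at 20 µM, with a fluorescence ratio check between 0.3 and a set limit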;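 further: plate controls were Siah plus tracer with DMSO for no effect and tracer alone without Siah for full effect; strong numbers were not always called active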
KOR beta-arrestin-1 = KOR agonists, beta-arrestin recruitment, primary screen, cell-based, luminescence, uHTS (AID 1777); KOR beta-arrestin recruitment, luminescence; higher % means a stronger effect; actives 0.02% (n = 280,000); activation, % at 10 µM; hits with a dose series show EC50 in µM; in the data active means activation above about 50%, passing the limit was not always enough; further: a part of the inactive calls stands beside numbers as strong as those of hits
Salmonella PhoP GFP = inhibitors of PhoP regulon expression, primary screen, Salmonella Typhimurium, GFP reporter (AID 1863). actives 0.16% (n = 300,000). inhibition, % at 50 µM; hits with a dose series show IC50 in µM. S. Typhimurium PhoP-regulated promoter GFP reporter, 4 h; higher % means a stronger effect;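 active means inhibition over 29.93%, a cutoff 3 SD above the screen mean, later confirmed by dose response; inconclusive means inhibition over 29.93% but no dose response follow-up; inactive means inhibition at most 29.93% or unconfirmed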;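 further: 0% = low Mg2+ inducing control and 100% = high Mg2+ repressing control; strong numbers were not always called active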
Myeloid diff MLP = induction of myeloid progenitor differentiation, primary screen, cell-based, flow cytometry, MLPCN library; ER-HoxA9 myeloid progenitors, lysozyme-GFP differentiation; calls only at 10 µM; actives 1% (n = 360,000); AID 624256, 2012;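 active means normalized GFP-positive differentiation at or above the plate's own cutoff, the solvent-only control mean plus 3 SD; inconclusive means no clear call, values can overlap the other calls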;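 further: cells exposed to compound for four days before flow analysis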
NOD1 NF-kB reporter = NOD1 signaling inhibitors, primary screen, cell-based, luminescence, uHTS (AID 1578); actives 1% (n = 290,000); NOD1-driven NF-kB luciferase reporter cells, luminescence; higher % means a stronger effect; one-dose inhibition, % at 4 µM; EC50 in µM for titrated hits; in the data active means inhibition mostly above about 36%, no sharp cut-off; inactive means mostly below about 34%;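 further: HEK-293T reporter cells stimulated with the NOD1 agonist gamma-tri-DAP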
KOR beta-arrestin-2 = KOR antagonists, beta-arrestin recruitment, cell-based, luminescence, uHTS (AID 1778); Kappa-type opioid receptor (Homo sapiens); KOR beta-arrestin recruitment, luminescence, antagonist mode; higher % means a stronger effect; inhibition, % at 10 µM, or IC50 in µM where a hit was titrated; actives 0.091% (n = 290,000); further: strong numbers were not always called active
Myeloid diff MLP GFP+ MAC1+ % = recorded beside Myeloid diff MLP, whose call it bears; GFP+ MAC1+ double positive, %; measured here: differentiation confirmed by MAC1 staining
The depositor's hits bear a star; i = inactive; ? = inconclusive; . = no result given; + = active, no number; [ ] = dose if it differs, or a comment. Unless noted, no stated cut-off is given here; in the data, active means inhibition above about 50%; inactive means the rest. Only part of the results is shown; count on the stated rates, not on these rows.

SMILES	NOD2 inhibition	HIV peptide binding	LYP phosphatase	SIAH1 antagonists	KOR beta-arrestin-1	Salmonella PhoP GFP	Myeloid diff MLP	Myeloid diff MLP GFP+ MAC1+ %	NOD1 NF-kB reporter	KOR beta-arrestin-2
O=C(NCC(c1ccco1)N1CCOCC1)c1cccc([N+](=O)[O-])c1 (stereo not given)	12.6%	0.4%	-6.3%	13.0%	-2.1%	11.3%	i	0.5	-26.2%	3.2%
Cc1ccc(-n2cccn2)c(CN2CCCC(C(=O)c3ccc4c(c3)OCO4)C2)c1 (stereo not given)	19.7%	-0.9%	-6.4%	8.4%	-2.5%	4.5%	i	0.4	-2.2%	-15.4%
CCn1cnc2scc(-c3ccc(OC)cc3)c2c1=O	-0.7%	2.0%	-7.9%	1.9%	-2.3%	-9.3%	i	0.8	-13.0%	9.9%
CCOC(=O)C(=O)Nc1nnc(C2CCCCC2)s1	9.7%	1.3%	0.2%	5.1%	.	-17.3%	i	0.5	-15.4%	-35.7%
COc1ccc(-n2c(=O)[nH]cc(C(=O)N3CCc4ccccc43)c2=O)cc1	8.1%	0.5%	-8.4%	2.2%	-6.8%	9.2%	i	0.8	-13.5%	0.7%
COc1ccc2nc(/N=C/c3c(C)[nH]n(-c4ccc(C)cc4)c3=O)sc2c1	-12.0%	8.5%	-0.8%	-6.2%	-0.3%	-15.6%	i	1.0	-7.0%	5.6%
CCn1c2ccccc2c2cc(NC(=O)c3coc(=O)c(Br)c3)ccc21	-17.2%	42.5%	1.6%	2.8%	-1.1%	-27.6%	i	0.5	0.5%	-10.3%
COC(=O)c1cccc(Nc2ncnc3ccc(C)cc23)c1	-3.7%	-0.5%	-3.9%	1.5%	4.1%	-4.5%	i	1.1	3.6%	2.3%
CC1=C(C(=O)c2ccccc2)C(c2ccc(N3CCOCC3)cc2)NC(=O)N1 (stereo not given)	-0.1%	7.4%	2.9%	-3.0%	-0.1%	-10.2%	i	0.5	-23.7%	-18.2%
CCOC(=O)c1ccc(N2CCOCC2)c(NC(=O)c2c(-c3ccccc3)noc2C)c1	-35.0%	-0.4%	-7.8%	-0.2%	-1.5%	-17.6%	i	0.3	2.8%	-27.9%
CC(C)c1ccc(NC2CCCN(C(=O)CN3CCCC3=O)C2)cc1 (stereo not given)	5.5%	1.3%	-9.5%	-3.3%	2.0%	1.4%	i	0.4	-15.5%	-40.0%
CC(C)CN(C(=O)COC(=O)c1c(Cl)ccc(Cl)c1Cl)C1CCS(=O)(=O)C1 (stereo not given)	-6.8%	0.8%	3.2%	2.5%	2.8%	-6.1%	i	0.3	-42.6%	-20.8%
Cc1ccc(C)c(N2CN(CCC3=CCCCC3)CNC2=S)c1	-14.9%	-1.1%	-1.2%	-0.2%	1.6%	-4.2%	i	0.7	-10.9%	-3.7%
Cc1ccc(Cn2c(=O)c3c(nc4n3CCCN4Cc3ccccc3)n(C)c2=O)cc1	1.3%	-3.2%	-0.1%	2.5%	-1.5%	-6.0%	i	0.5	-8.9%	-9.2%
Cc1cccc(Nc2nnc(SCC3CCCCO3)s2)c1 (stereo not given)	-55.6%	1.2%	2.9%	0.6%	5.7%	-7.2%	i	0.2	-45.3%	8.2%
CCN(c1ccccc1)S(=O)(=O)c1ccc(OC)c(NC(=O)CN(C)C)c1	-6.6%	1.6%	-6.5%	5.4%	-6.8%	-10.2%	i	0.3	-22.8%	6.0%[20 µM]
CC(C)C(=O)c1ccc(O)c(O)c1	-4.3%	0.7%	-2.2%	14.6%	1.2%	2.3%	i	0.5	-13.4%	4.2%
COc1ccc(Nc2cc(Nc3ccc(OC)cc3)ncn2)cc1	-19.7%	1.9%	-4.1%	3.6%	-0.9%	-1.2%	i	0.9	-4.6%	15.4%
Cc1c(C(=O)N2CCCCCC2)nnn1-c1nonc1N	0.5%	-0.9%	-7.2%	-0.9%	4.4%	8.5%	i	0.8	-39.2%	-32.5%
CCOC(=O)C1=C(C)NC(C)=C(C(=O)OCC)C1c1cn(-c2ccccc2)nc1-c1ccco1	11.4%	-1.5%	-5.0%	-0.6%	-1.3%	15.1%	i	0.6	20.4%	-34.1%
C/C(=N/NC(=O)c1cnccn1)c1ccncc1	5.5%	0.9%	1.6%	0.1%	-0.2%	-5.8%	i	0.0	-26.0%	4.0%
COc1ccc(Nc2ncnc3c2oc2ccccc23)cc1	-129.3%	-3.8%	-8.7%	2.9%	-8.3%	-8.3%	i	0.6	-25.4%	-20.1%
O=C(O)COCc1nc2ccccc2[nH]1	-10.2%	3.4%	-2.3%	-3.5%	-12.3%	-10.2%	i	0.6	38.2%	5.4%
Cc1cc(NC(=O)CS(=O)(=O)c2ccc(Cl)cc2)no1	3.4%	-0.9%	-12.1%	12.8%	-1.9%	2.1%	i	2.6	-11.6%	-23.8%
Cc1c(C#N)c(NC(=O)CCl)n(Cc2ccc(F)cc2)c1C	-15.0%	-0.5%	5.5%	9.4%	0.3%	1.4%	i	0.2	94.1%*	-9.6%
CSc1cccc(CN2CCCC(C(=O)Nc3cccc(-n4cccn4)c3)C2)c1 (stereo not given)	0.9%	0.4%	-7.1%	-4.9%	3.4%	4.1%	?	.	-13.6%	-31.3%
COC(=O)c1ccc(/C=C/c2c(-c3ccsc3)oc3ccc(N4CCOCC4)cc23)cc1	-2.3%	0.4%	-13.0%	-3.3%	1.5%	3.5%	i	0.2	-4.1%	-61.1%[20 µM]
CC1(C)CC2(CCO1)CNC(=O)O2 (stereo not given)	20.3%	4.5%	-0.2%	1.8%	-6.3%	8.2%	i	1.3	0.5%	6.4%
Cc1ccc(NC(=O)Nc2cc(Cl)ccc2C2COC(=O)C2=N)cc1 (stereo not given)	-13.6%	-2.6%	-3.3%	-4.2%	9.0%	2.3%	i	0.8	13.2%	-15.0%
CCOc1ccccc1N=Cc1c(O)c2ccccc2oc1=O	2.2%	-1.5%	-14.4%	1.3%	6.8%	-3.7%	i	0.7	21.3%	-73.1%[20 µM]
CN(CCCNC(=O)c1ccc(/C=N/O)nc1)CCCN(C)Cc1ccccc1	-1.4%	-2.1%	-2.5%	7.6%	3.5%	5.1%	i	1.0	13.6%	11.0%
COc1ccc(Br)cc1/C=N/NC(=O)c1cccnc1	3.5%	-0.9%	-7.4%	6.1%	2.9%	1.8%	i	0.2	-15.7%	16.3%
COc1ccccc1N(C(=O)CNC(=O)c1ccco1)C(C(=O)NCC1CCCO1)c1ccccc1 (stereo not given)	-12.6%	-1.0%	-0.1%	0.6%	1.5%	-4.7%	i	0.5	-3.0%	-8.0%
O=C(COC(=O)c1cccs1)Nc1cccc(S(=O)(=O)N2CCOCC2)c1	14.4%	0.3%	-7.9%	8.8%	-2.1%	-13.9%	i	0.2	-9.8%	-6.7%
NC(=S)Nc1ccc(F)c(F)c1F	8.2%	0.0%	-10.6%	13.7%	-2.4%	-1.3%	i	0.6	0.6%	31.2%
CCn1c2ccccc2c2nnc(SCC(N)=O)nc21	-4.0%	0.8%	-9.4%	-9.6%	-0.1%	5.3%	i	7.9	4.7%	-18.9%
CCOc1ccc(CNC(=O)C2CCN(C(=O)N3CC(C)Oc4ccccc43)CC2)cc1 (stereo not given)	6.9%	-1.3%	-7.5%	1.3%	.	.	i	2.3	6.1%	-21.9%[20 µM]
Cc1ccc(CN2CCN(Cc3cc(=O)c4ccccc4[nH]3)CC2CCO)o1 (stereo not given)	15.6%	-0.8%	-5.4%	0.0%	.	-10.3%	i	1.0	-19.2%	18.9%
O=[N+]([O-])c1cccc(/C=N/NC2=NCCCCC2)c1	-10.4%	2.2%	-8.4%	-7.0%	-3.6%	2.8%	i	0.1	-21.3%	27.0%
COc1ccc(CCC(=O)OC(C)C(=O)c2ccc(C)cc2)cc1 (stereo not given)	-1.7%	-1.1%	-2.4%	0.7%	7.1%	3.4%	i	2.3	-0.2%	-29.2%
CC1=C(C(=O)OCC2CCCO2)C(c2ccc(O)cc2)NC(=O)N1 (stereo not given)	18.6%	3.1%	-2.8%	6.3%	1.1%	8.2%	i	6.4	5.5%	17.7%
C=CCN(c1ccc(Cl)cc1)S(=O)(=O)c1cccc(C(=O)O)c1	-0.4%	5.3%	5.2%	2.9%	0.5%	0.0%	i	0.3	-31.1%	13.0%
COc1ccc(-c2cc(=O)oc3c(C)c(OCC(=O)N(C)C)ccc23)cc1	19.5%	-2.3%	-2.4%	-3.9%	2.2%	-2.6%	+	1.5*	-11.7%	14.4%
O=C(Cc1cccc2ccccc12)N/N=C/c1ccc(F)cc1	-9.8%	0.2%	5.7%	1.6%	11.6%	-13.9%	i	6.7	10.5%	-11.6%

An excerpt from above, reduced to KOR beta-arrestin-1 and KOR beta-arrestin-2.
canonical_smiles | KOR beta-arrestin-1 | KOR beta-arrestin-2
COc1ccc(Br)cc1/C=N/NC(=O)c1cccnc1 | 2.9% | 16.3%
COc1ccccc1N(C(=O)CNC(=O)c1ccco1)C(C(=O)NCC1CCCO1)c1ccccc1 (stereo not given) | 1.5% | -8.0%

5 of the entries above in order of their number in Myeloid diff MLP GFP+ MAC1+ %, descending.
Structure	Myeloid diff MLP GFP+ MAC1+ %
Cc1cc(NC(=O)CS(=O)(=O)c2ccc(Cl)cc2)no1	2.6
CCOc1ccc(CNC(=O)C2CCN(C(=O)N3CC(C)Oc4ccccc43)CC2)cc1 (stereo not given)	2.3
CCOc1ccccc1N=Cc1c(O)c2ccccc2oc1=O	0.7
Cc1ccc(-n2cccn2)c(CN2CCCC(C(=O)c3ccc4c(c3)OCO4)C2)c1 (stereo not given)	0.4
CC(C)CN(C(=O)COC(=O)c1c(Cl)ccc(Cl)c1Cl)C1CCS(=O)(=O)C1 (stereo not given)	0.3
